Compound activity as filed in PubChem BioAssay.
NCOA3 inh – SRC3 coactivator transcriptional activity inhibitors, primary screen, cell-based, luminescence; Nuclear receptor coactivator 3 (Homo sapiens), Q9Y6Q9; HEK293 GAL4-SRC3 luciferase reporter; inhibition, % at 3.6 µM; 360,000 tested, 0.17% active; AID 588352, 2011;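 active means inhibition above a per-campaign cutoff, the mean of all compounds plus 3 SD, cut at about 60% in these data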;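 further: 0% = DMSO-treated cells and 100% = gossypol-treated cells at 36 µM; higher means less SRC3-driven luciferase light from the GAL4 reporter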
Target sequence (Q9Y6Q9 whole entry, looked up, the tested form may be a part): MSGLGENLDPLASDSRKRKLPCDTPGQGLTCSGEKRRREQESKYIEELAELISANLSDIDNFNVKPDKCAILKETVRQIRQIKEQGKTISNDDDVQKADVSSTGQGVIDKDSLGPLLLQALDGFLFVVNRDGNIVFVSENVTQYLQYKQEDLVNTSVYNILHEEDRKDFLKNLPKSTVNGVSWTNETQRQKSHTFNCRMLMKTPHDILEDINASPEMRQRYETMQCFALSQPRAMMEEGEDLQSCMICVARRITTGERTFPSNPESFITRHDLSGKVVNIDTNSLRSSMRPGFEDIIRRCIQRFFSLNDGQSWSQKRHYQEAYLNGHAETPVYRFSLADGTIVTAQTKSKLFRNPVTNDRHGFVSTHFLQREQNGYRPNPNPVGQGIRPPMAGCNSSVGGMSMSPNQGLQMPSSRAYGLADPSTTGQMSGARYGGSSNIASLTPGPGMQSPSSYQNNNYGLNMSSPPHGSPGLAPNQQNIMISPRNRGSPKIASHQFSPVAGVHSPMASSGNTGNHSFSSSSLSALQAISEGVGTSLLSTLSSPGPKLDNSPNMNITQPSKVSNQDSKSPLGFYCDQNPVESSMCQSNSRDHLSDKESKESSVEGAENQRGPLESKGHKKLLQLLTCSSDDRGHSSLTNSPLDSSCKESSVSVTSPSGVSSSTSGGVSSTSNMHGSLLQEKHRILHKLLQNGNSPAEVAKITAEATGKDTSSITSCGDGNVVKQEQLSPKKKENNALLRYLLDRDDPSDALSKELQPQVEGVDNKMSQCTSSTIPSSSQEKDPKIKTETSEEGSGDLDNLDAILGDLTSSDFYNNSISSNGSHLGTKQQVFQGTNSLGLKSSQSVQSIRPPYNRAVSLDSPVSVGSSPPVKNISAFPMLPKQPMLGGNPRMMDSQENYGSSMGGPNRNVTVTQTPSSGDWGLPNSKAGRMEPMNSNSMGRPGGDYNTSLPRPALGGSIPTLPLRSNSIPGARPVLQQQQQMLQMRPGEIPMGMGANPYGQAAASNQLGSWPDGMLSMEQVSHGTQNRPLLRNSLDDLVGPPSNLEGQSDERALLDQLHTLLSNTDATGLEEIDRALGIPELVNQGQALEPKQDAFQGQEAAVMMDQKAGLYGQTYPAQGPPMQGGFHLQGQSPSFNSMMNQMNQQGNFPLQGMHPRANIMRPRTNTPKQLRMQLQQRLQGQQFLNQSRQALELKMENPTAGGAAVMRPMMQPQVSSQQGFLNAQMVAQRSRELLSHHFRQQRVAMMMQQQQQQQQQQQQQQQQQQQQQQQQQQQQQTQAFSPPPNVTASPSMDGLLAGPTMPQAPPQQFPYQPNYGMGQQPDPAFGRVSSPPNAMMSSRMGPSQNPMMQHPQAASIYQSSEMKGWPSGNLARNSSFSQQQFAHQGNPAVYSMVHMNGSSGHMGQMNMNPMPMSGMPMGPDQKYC
NR2F2 inh – NR2F2 transcriptional activity inhibitors, primary screen, cell-based, luciferase reporter, HEK293T, luminescence | HEK293T NGFI-A luciferase reporter | inhibition, % at 8.6 µM | 370,000 tested, 0.7% active;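 active means inhibition above a per-plate cutoff, mean inhibition of test wells between control levels plus 3 SD, cut at about 38% in these data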;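 further: cells cotransfected with COUP-TFII expression vector driving the NGFI-A reporter; 0% = median of COUP-TF2 test wells and 100% = reporter-only cells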
LMP1 NFkB inh – EBV LMP1-driven NF-kappaB luciferase reporter inhibitors, primary screen, cell-based, luminescence, single point; inhibition, % at 12.5 µM; LMP1-induced NF-kappaB luciferase reporter cells; 350,000 tested, 0.69% active; AID 504558, 2011; in the data active means inhibition above about 41%;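 further: 0% = neutral control wells and 100% = reference inhibitor control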
TRAIL sens C8 – viability loss with TRAIL in NB7+C8 cells, primary screen, TRAIL sensitizer project, cell-based, ATPlite luminescence | inhibition (viability loss, TRAIL sensitization), % at 10 µM | 360,000 tested, 1% active | AID 624354, 2012;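 active means compounds causing at least 50% loss of cell viability in the single-dose screen, relative to plate controls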
Vif inh – HIV Vif self-association inhibitors, primary screen, imaging, HEK293T, single point | inhibition, % at 7.49 µM | HEK293T cells, Vif self-association by quenched fluorescence, 24 h | AID 602346, 2012 | 340,000 tested, 0.35% active; in the data active means inhibition above about 50%, passing the limit was not always enough; further: some results filed as inactive read as strong as hits
NCOA1 inh – SRC1 coactivator transcriptional activity inhibitors, primary screen, cell-based, luminescence. 360,000 tested, 0.12% active. HEK293 GAL4-SRC1 luciferase reporter. Nuclear receptor coactivator 1 (Homo sapiens), Q15788. AID 588354, 2011. inhibition, % at 3.6 µM;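 active means inhibition above the campaign mean plus 3 SD, with each screening campaign given its own cutoff, cut at about 60% in these data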;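 further: 0% = DMSO treated cells and 100% = gossypol at 36 µM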
TROY signal inh – inhibitors of TROY-driven NF-kB signaling, primary screen, Q293 LMP1-TROYcd cells, NF-kB luciferase, uHTS; Q293 LMP1-TROYcd NF-kB luciferase reporter, 4 h; 360,000 tested, 0.98% active; AID 1347056, 2019; inhibition, % at 10 µM;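 active means compounds whose plate-normalised and pattern-corrected inhibition of the luciferase reporter signal at the single screening dose is 50% or more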
NOD2 RIPK2 PPI – NOD2-RIPK2 binding disruptors in cells, primary screen, fluorescence, CHO cells, BLA complementation; CCF4 ratio; 360,000 tested, 0.38% active; inhibition, % at 4.98 µM; in the data active means inhibition above about 21%;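 further: 0% = vehicle only and 100% = reference blocker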
NR5A2 inv ag – LRH-1 (NR5A2) inverse agonists, primary screen, cell-based, luminescence, HEK293T, StAR-luciferase reporter; 360,000 tested, 0.13% active; LRH-1 transfected, 24 h; inhibition, % at 3.6 µM; Nuclear receptor subfamily 5 group A member 2 (Homo sapiens), O00482;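 active means inhibition above the mean inhibition of all tested compounds plus 3 SD, cut at about 73% in these data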;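 further: 0% = DMSO wells and 100% = reporter-only cells lacking LRH-1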
NCOA2 inhibitor – inhibition of GAL4-SRC2 driven luciferase reporter, primary screen, SRC2 inhibitor project, cell-based, luminescence | HEK293 GAL4-SRC2 luciferase reporter | inhibition, % at 9 µM | 370,000 tested, 0.17% active;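 active means inhibition above the mean inhibition of all tested compounds plus 3 SD, set per campaign, cut at about 52% in these data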;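 further: 0% = DMSO treated cells and 100% = cells given Gossypol at 36 µM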
TLR9-MyD88 inh – inhibitors of TLR9-MyD88 association in cells, primary screen, cell-based, CHO, BLA complementation, fluorescence. 340,000 tested, 0.21% active. inhibition, % at 4.98 µM. CCF4 FRET ratio. Toll-like receptor 9 (Homo sapiens) + Myeloid differentiation primary response protein …;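 active means inhibition above the mean over all tested compounds plus 3 SD, cut at about 21% in these data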;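 further: 0% = DMSO only wells and 100% = clavulanate BLA inhibitor control wells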
Numbers without * were called inactive; · = no result given. Some of the compounds tested. The share of hits here may be higher or lower than overall.

SMILES	NCOA3 inh	NR2F2 inh	LMP1 NFkB inh	TRAIL sens C8	Vif inh	NCOA1 inh	TROY signal inh	NOD2 RIPK2 PPI	NR5A2 inv ag	NCOA2 inhibitor	TLR9-MyD88 inh
CCCC(C)C(=O)N(Cc1ccccc1)c1ccccn1 (stereo not drawn)	15	-12	-1	9	1	-8	0	1	-10	10	1
Cc1ccccc1-c1nsc(SCC(=O)c2ccc(Cl)cc2)n1	1	1	-6	-12	1	-23	-2	12	12	9	3
Cc1ccc(NC(=O)CN(C)CC(=O)Nc2ccccc2C(=O)Nc2ccccc2)cc1	8	-7	2	-23	-2	-12	4	4	-1	4	-5
Cc1c(/C=N\NC(=O)c2ccc(F)cc2)cnn1C	-9	-11	2	2	4	-21	-20	3	-12	-1	1
CCN(CC(=O)NCc1ccc(F)cc1)C(=O)c1cccnc1SC	16	8	-3	19	0	20	-8	-6	29	-48	-2
CC(=O)N(c1ccccc1)c1nc2ccccc2s1	-50	-9	-11	-15	10	-39	-17	7	-16	-21	1
COc1ccc(C2C3=C(CC(c4ccco4)CC3=O)Nc3ccccc3N2C(C)=O)cc1 (stereo not drawn)	-13	3	11	-3	-1	-8	-57	-1	-14	-1	-8
CCOCCCNC(=O)COC(=O)/C=C/c1ccc(S(=O)(=O)N2CCc3ccccc32)cc1	12	13	-5	-1	-15	-10	-12	6	11	-13	1
Cc1ccc(C2=CSC3=NS(=O)(=O)CCN23)cc1	0	-3	4	-6	-1	17	-20	-16	8	3	7
Cc1ccccc1S(=O)(=O)NC(=O)C1(C)CCN1C(=O)c1cccc(F)c1 (stereo not drawn)	-5	6	·	-10	2	-19	3	3	-15	-13	·
CCC(CC)C(=O)N(CCc1ccc(OC)cc1)Cc1nc2ccccc2c(=O)[nH]1	22	16	5	-26	-5	4	11	-1	-5	-4	-8
CC(=O)c1ccc(C(=O)Nc2sc3c(c2C(N)=O)CCN(Cc2ccccc2)C3)cc1	-27	18	-5	13	·	-12	10	19	-14	13	-4
COc1cccc(-c2cc(C(F)(F)F)nc(-n3cc(C)cn3)n2)c1	24	15	10	-2	89*	18	-6	-5	1	9	0
Cc1ccccc1-c1cc(-c2ccccc2O)on1	-132	-54	-27	35	·	-100	-50	-11	-68	-81	-3
CCN(CC)Cc1cc(O)c(CN(CC)CC)cc1O	10	8	4	-5	-1	2	-5	-1	-5	12	-13
O=C(NCc1ccco1)C12CN(Cc3ccccc3)CC1C(c1ccc([N+](=O)[O-])cc1)=NO2 (stereo not drawn)	6	1	1	5	-3	-20	0	-5	10	-8	0
CC(=O)NC12CC3CC(C1)CC(C(=O)N1CCN(C(=O)c4ccco4)CC1)(C3)C2	1	-37	33	-5	9	2	15	9	22	30	0
CCCCOc1cccc(C(=O)Nc2ccc(NC(=O)c3cccs3)cc2)c1	6	-8	-14	15	38	-6	-10	-3	7	5	1
CC(=O)Nc1ccc(SCC(=O)O)cc1	11	0	-18	1	-1	3	-5	0	14	-26	5
COCCN(CCOC)c1nc(N)c2c(N)nc3c(c2c1C#N)CC(=O)N3Cc1ccc(Cl)cc1	9	1	4	4	-5	-18	-13	-5	5	-17	5
O=Cc1ccc(-c2cccc(C(=O)O)c2)o1	-28	4	-12	3	13	-13	-45	-8	-69	-30	5
COc1ccc(S(=O)(=O)NCCSCc2cccs2)cc1	5	-1	4	-2	3	9	18	-11	5	1	2
CCn1c(SCC(=O)N(C)C2CCS(=O)(=O)C2)nnc1-c1cccs1 (stereo not drawn)	-4	15	-6	-2	11	-6	-2	0	-3	7	4
COC(=O)[C@@H](Cc1c[nH]c2ccccc12)NC(=O)CCC(=O)c1ccc(Br)cc1	-21	21	7	-14	-8	-1	9	0	-10	-4	-4
COc1ccc(/C(C)=N/Nc2nc(C)c(C(C)=O)s2)cc1	-6	-6	-20	-10	4	-1	-32	-5	7	-22	-7
O=C(c1ccc(CSc2nc3ccncc3[nH]2)cc1)N1CCCCCC1	-53	-15	23	81*	0	-75	-30	-5	-77	-42	-1
Cc1ccc(-c2nc3c(Cl)cc(C(F)(F)F)cn3c2Cc2cccc(Cl)c2)cc1	·	9	·	-3	·	·	23	-10	-7	-16	·
COc1cccc(N=CC2=C(O)CC(C)(C)CC2=O)c1	5	-9	-23	-9	-1	-10	-39	-9	-7	7	-8
CC(NC(=O)Nc1ccc(Br)cc1)C(C)(C)C (stereo not drawn)	-17	-15	-7	4	-2	-47	-40	-11	-17	-33	0
O=C(CN(c1ccccn1)S(=O)(=O)c1ccc(F)cc1)Nc1ccc(F)cc1F	8	8	8	-2	·	3	3	0	-5	-28	2
CCOC(=O)C1(C)C=C(Nc2ccc(OCC)cc2)C(=O)N1c1ccccc1 (stereo not drawn)	11	0	-16	1	-16	9	-42	-12	-30	19	11
COc1ccc(-c2nsc(SCC(=O)Nc3cc(C)on3)n2)cc1	-18	-8	-12	5	-2	-26	-4	5	-4	-16	-2
CCOC(=O)N1CCN(c2ccc(S(=O)(=O)N3CCC(C)CC3)cc2[N+](=O)[O-])CC1	-6	33	6	16	-7	6	4	4	17	19	3
Cc1cc(C)c(S(N)(=O)=O)c(C)c1N(C)S(=O)(=O)c1ccc(Cl)cc1	12	-11	-2	3	-8	0	-12	-8	22	25	10
C/C(=N\NC(=O)OC(C)(C)C)c1ccccc1Br	-6	-6	-14	1	2	-35	-27	3	-47	-49	-13
CCn1c(=O)cc(OCC(=O)NCc2cccs2)c2ccccc21	6	-12	4	19	0	0	11	-4	0	-12	6
CCOC(=O)c1c(S(=O)(=O)N(C)C2CCCCC2)c(C)n(C)c1C	0	-5	-9	-2	2	-13	-20	0	-9	0	3
O=c1c2ccccc2cnn1Cc1n[nH]c(=S)n1-c1ccc(F)cc1	16	-5	-4	0	-4	12	16	-4	-2	-2	-7
COc1ccc(C(C(=O)NC(C)(C)C)N(C(=O)Cn2nnc3ccccc32)c2cccc(C(C)=O)c2)cc1O (stereo not drawn)	-1	12	1	-11	-7	3	-1	-10	-4	-6	-4
C/C(=N\NC(=O)c1ccc(NS(=O)(=O)c2cccs2)cc1)c1ccncc1	-4	-23	-3	8	-5	-17	6	2	-2	5	-7
O=C(NN=C(c1ccccc1)c1ccccc1)C(CCl)C1CCCCC1 (stereo not drawn)	-8	-3	5	-4	7	6	-1	9	7	-3	1
CCOC(=O)N1CCN(C(=O)C[C@@H]2C[C@@]3(C(=O)OC)CCCCC=C3N(CCC3=CCCCC3)C2=O)CC1	·	4	·	5	·	·	-17	5	-26	22	·
COc1ccc(NC(=O)CN2CCN(CC(=O)Nc3ccc(OC)cc3)CC2)cc1	11	-15	6	12	7	0	0	-5	6	-40	-15
CCOC(=O)N1CCN(Cc2cc(=O)oc3ccc(Cl)cc23)CC1	13	7	0	1	-11	-3	-7	-4	-10	-1	0
CCN(Cc1ccccc1)C(=O)CN1C(=O)COc2ccc(S(=O)(=O)NC3CCCC3)cc21	2	12	-4	8	-4	6	-9	-10	10	23	0
Cc1c(C#N)c(N=CN(C)C)c(C(=O)c2ccccc2)n1-c1ccccc1	10	0	-7	-4	·	-37	12	1	-2	4	-20
Cc1nn(S(=O)(=O)c2ccccc2)c(C)c1S(=O)(=O)N1CCC(C)CC1	-2	-4	-4	1	5	-5	2	-3	-7	-12	4
COc1c(OC(C)=O)ccc(/C=C/c2ccc3ccccc3n2)c1[N+](=O)[O-]	-83	-40	-38	33	-5	-132	29	-2	-155	-90	-9
CCN(CC(=O)NCc1cccs1)C(=O)CCc1c[nH]c2ccccc12	6	-15	-5	-6	-4	1	0	1	15	-11	8
O=C(Nc1ccc(NC(=O)c2ccccc2Cl)nc1)c1ccncc1	0	14	4	8	-37	6	-4	-6	-6	-6	4

Single entries from the list.
CCOC(=O)N1CCN(C(=O)C[C@@H]2C[C@@]3(C(=O)OC)CCCCC=C3N(CCC3=CCCCC3)C2=O)CC1 in TROY signal inh reads -17
O=C(Nc1ccc(NC(=O)c2ccccc2Cl)nc1)c1ccncc1 in Vif inh reads -37

Additional compounds follow.
SMILES	NCOA3 inh	NR2F2 inh	LMP1 NFkB inh	TRAIL sens C8	Vif inh	NCOA1 inh	TROY signal inh	NOD2 RIPK2 PPI	NR5A2 inv ag	NCOA2 inhibitor	TLR9-MyD88 inh
CCOC(=O)c1cc2c(s1)-c1ccccc1CC2	-45	-33	-35	-1	0	-68	-37	-6	-11	-90	-3
CCC(=O)Nc1nc2nc(-c3ccccc3)cc(=O)n2[nH]1	27	-3	3	-11	-4	-3	13	-11	16	-44	1
O=C(NCc1ccccc1Cl)c1ccc2ccccc2n1	-74	-51	-20	16	-5	-63	-65	3	-72	-32	-9
Cc1nn(Cc2ccccc2)c(C)c1NC(=O)Cn1nc([N+](=O)[O-])c(Cl)c1C	-14	-2	-2	-9	-3	-54	4	-4	-26	21	6
CCCc1nnc(SCC(=O)Nc2cc(C)on2)n1CCOC	3	-15	-10	5	15	14	16	-7	13	-23	-7
COc1ccccc1/C=N/NC(=O)c1ccccc1Cl	-3	6	-4	-7	4	5	-5	2	-23	0	-5
CSc1ccccc1OCc1cc(C(=O)N2CCCC2c2nonc2C)no1 (stereo not drawn)	-95	-50	-17	-9	0	-89	-40	2	-94	-41	0
CCc1ccc(C(=O)COC(=O)CNC(=O)COc2ccccc2)cc1	8	4	2	-6	16	5	9	0	-15	24	3
O=S(=O)(Nc1cccc(-n2cnnn2)c1)c1ccc(Cl)nc1	-6	-8	-1	-2	-1	11	16	-7	7	-54	-8
COc1ccccc1CN1CCCC(CN(CCN(C)C)C(=O)C2CCCC2)C1 (stereo not drawn)	5	26	8	2	19	-15	8	1	6	-26	0
CCCCNC(=S)N(CCN(CC)CC)Cc1cc2cc3c(cc2[nH]c1=O)OCO3	2	13	-3	1	2	5	-1	-3	-10	2	-1
CCc1ccc(C(O)c2ncc(-c3cccc(C)c3)[nH]2)cc1 (stereo not drawn)	-8	-9	·	-14	-3	-13	-13	-3	-23	-27	·
C=CCNc1ncnc2sc(SC)nc12	18	15	-6	-28	-5	10	2	-5	6	4	-6
COc1ccc(C(=O)Nc2cccc(C(=O)N3CCCCC3)c2)cc1	-20	-8	6	6	-11	-5	4	-12	-26	-43	0
CSc1sc(C)cc1C1C(C#N)=C(N)N(c2cccnc2)C2=C1C(=O)CCC2 (stereo not drawn)	13	-1	-6	0	-4	-5	-24	-2	-4	-10	5
O=C(O)Cc1ccc(N=Nc2c(O)c(C(=O)O)cc3ccccc23)cc1	-52	-37	-14	-44	0	-16	-55	-20	-91	-33	-7
Cc1ccc(NC(=O)COC(=O)CN2CCSC2=O)cc1Cl	5	16	-3	3	-12	-5	4	0	-2	5	-3
